Screening results as filed in PubChem BioAssay.
Menin-MLL TR inh: menin-MLL binding inhibition, Texas Red mutant peptide; Menin + Texas Red MLL mutant peptide, fluorescence polarization; hit rate 0.23% among 270,000; Potency, µM (doses to about 61.6 µM), for inactives: at the top dose FP activity change, negative = inhibition, actives largely listed as inhibitors; AID 1768; O00255; active = well fitted inhibition curve with a large enough effect in the polarisation, with a control signal flat, not every such curve was filed as active; inconclusive = small, poorly fitted or top-dose-only effect, or effect the other way, or a change in a side signal; inactive = no such curve, though single readings can be large or run the other way; the % refers to the polarisation; also: potency is read from the fitted curve at half-maximal effect; % of control where 0% means no effect; many of its hits are not listed in these tables
PKM2 act: activators of human pyruvate kinase M2. purified PKM2, Kinase-Glo ATP luminescence, activation; response scale: 0% is enzyme alone, no compound. Potency, µM (doses to about 57.5 µM), for the others: at the highest dose activation, actives largely listed as activators. hit rate 0.34% among 260,000. AID 1631; also: potency is read from the fitted curve at half-maximal effect; % is scaled to controls: 0 for no effect and ±100 for the full control effect; nearly all actives have a fitted effect of over 55% in size
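Purified hPK-M2 (>95%) run at intermediate activity with 0.1 mM ADP and 0.5 mM PEP in 50 mM imidazole pH 7.2, KCl, MgCl2; 1 h room temperature. ATP formed read by Kinase-Glo luminescence; normalized to uninhibited and no-enzyme controls.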
TSHR antagonist: antagonists of human thyroid stimulating hormone receptor; hit rate 0.2% among 330,000; P16473; TSHR-expressing cells, TSH-stimulated cAMP HTRF, 2 h; active compounds read low; activity change, negative = inhibition, % at 11.5 µM;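 active = activity change below a set negative limit, meaning inhibition stronger than a set level, cut at about -70% in these data; inconclusive = activity change between two set negative limits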; also: % is scaled to controls: 0 for no effect and ±100 for the full control effect
Target sequence (P16473 whole entry, looked up): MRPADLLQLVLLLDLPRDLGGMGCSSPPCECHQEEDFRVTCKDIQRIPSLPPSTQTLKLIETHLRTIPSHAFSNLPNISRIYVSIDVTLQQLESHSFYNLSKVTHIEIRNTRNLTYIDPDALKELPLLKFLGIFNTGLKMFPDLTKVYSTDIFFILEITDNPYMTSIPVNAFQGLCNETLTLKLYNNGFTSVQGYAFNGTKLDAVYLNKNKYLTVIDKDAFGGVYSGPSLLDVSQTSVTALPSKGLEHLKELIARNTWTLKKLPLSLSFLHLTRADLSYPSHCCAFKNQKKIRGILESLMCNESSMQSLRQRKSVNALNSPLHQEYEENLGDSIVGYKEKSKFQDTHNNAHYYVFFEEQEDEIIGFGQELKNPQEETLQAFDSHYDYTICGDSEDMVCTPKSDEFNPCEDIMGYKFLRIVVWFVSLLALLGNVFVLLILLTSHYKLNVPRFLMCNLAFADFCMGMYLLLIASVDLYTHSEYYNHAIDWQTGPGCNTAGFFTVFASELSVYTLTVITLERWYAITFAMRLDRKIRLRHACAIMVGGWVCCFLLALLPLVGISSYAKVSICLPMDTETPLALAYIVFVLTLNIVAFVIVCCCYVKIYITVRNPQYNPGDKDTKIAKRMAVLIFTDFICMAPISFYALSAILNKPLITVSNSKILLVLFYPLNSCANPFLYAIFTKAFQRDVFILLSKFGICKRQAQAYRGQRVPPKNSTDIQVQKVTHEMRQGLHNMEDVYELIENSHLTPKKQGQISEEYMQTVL
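Competitive HTRF cAMP read-out (cryptate anti-cAMP antibody, cAMP-d2; 30 min, room temperature) in freshly harvested TSHR cells. Compounds added before TSH at EC80 (4nM final), followed by 2 hours' incubation at 37 deg C.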
Chronic BCR inh: inhibitors of chronic active B-cell receptor signaling. ABC-DLBCL IkBa-CBG/CBR reporter, luminescence ratio, 4 h. Potency, µM (titrated, usually from 46.1 µM), for inactives: at the top dose ratio change, negative = lower green/red ratio, most hits filed as inhibitors. hit rate 0.05% among 340,000; active = well fitted inhibition curve with a large enough effect in the signal ratio, with a control signal flat, not every such curve was filed as active; inconclusive = small, poorly fitted or top-dose-only effect, or effect the other way, or a change in a side signal; the % refers to the signal ratio;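 also: potency is read from the fitted curve at half-maximal effect; plate controls were basal doxycycline-induced cells for no effect and cells given 10 µM MG132 for full effect; MG132 reads +100%, hits lower the ratio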
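TMD8 human ABC-DLBCL cells with doxycycline-inducible IκBα–green luciferase fusion and unfused red luciferase, in 0.5% FBS medium; compounds up to 46 uM, 4 h at 37C. Green/red luminescence ratio, filter-overlap corrected, fitted to concentration-response curves.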
hERG WT inh: KCNH2 (human, wildtype) channel inhibition; Q12809; U2OS, BacMam KCNH2, thallium flux FluxOr; active compounds read low; activity change, % at 1.84 µM; hit rate 0.37% among 340,000; AID 720551;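 active = maximum activity change below -70%; inconclusive = maximum activity change between -70% and -50%; inactive = maximum activity change above -50%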; also: % is scaled to controls: 0 for no effect and ±100 for the full control effect
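U2OS cells were transduced with wild-type KCNH2 virus (2.03 x 10^8 / mL) for 4 h at room temperature, then cultured overnight at 37 C. Thallium flux was read with FluxOr dye. Rate constants were normalized to DMSO controls.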
Mito fusion act: inhibitors of mitochondrial division or activators of mitochondrial fusion; S. cerevisiae fusion-defective mutant growth rescue, CellTiterGlo 48 h; Potency, µM (titrated, usually from 46.1 µM), without a hit: at the highest dose growth rescue (activation), most hits filed as activators; hit rate 0.23% among 320,000;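 also: potency is read from the fitted curve at half-maximal effect; % of control where 0% means no effect; nearly all actives have a fitted effect of over 45% in size; temperature-sensitive fusion mutants such as fzo1-1 at 37 °C on non-fermentable ethanol glycerol medium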
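Read-out: ATP-based luminescence (CellTiterGlo, 10 min ambient) reporting growth of fusion-defective ts yeast after 48 hours at 37C on glycerol/ethanol YPEG medium in the presence of compound.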
USP2a block: inhibitors of human ubiquitin-specific protease USP2a. hit rate 0.01% among 330,000. AID 463254. Potency, µM (doses to about 38.3 µM), for inactives: at the top dose activity change, negative = inhibition, actives largely listed as inhibitors. USP2 core, Ub-CHOP2 coupled fluorogenic reporter, 485/531;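 also: potency is read from the fitted curve at half-maximal effect; plate controls were DMSO wells for no effect and full inhibition by NEM control for full effect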
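Deubiquitinase activity read as fluorescence (485/531 nm) after Ub-CHOP2 cleavage activates the enterokinase reporter on its substrate; USP2 core 10nM, Ub-CHOP2 and substrate 25nM each, 30min compound preincubation then 60min RT; data normalized to NEM, curves fitted.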
GALK inhibitor: inhibitors of human galactokinase; Potency, µM (top dose mostly 57.5 µM), for inactives: top-dose activity change, negative = inhibition, most hits filed as inhibitors; AID 1868; Purified GALK, Kinase-Glo residual ATP luminescence; P51570; hit rate 0.007% among 270,000; also: potency is read from the fitted curve at half-maximal effect; % is scaled to controls: 0 for no effect and ±100 for the full control effect
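Luminescence from leftover ATP (Ultra-Glo luciferase/luciferin) served as read-out after a 1 h room-temperature reaction of 5 nM GALK with 35 uM ATP and 100 uM galactose.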
ASM inhibitor: human S-ASM enzyme inhibition; P17405; placental ASM, HMU-PC fluorogenic substrate, 60 min; Potency, µM (top dose mostly 57.5 µM), without a hit: top-dose activity change, negative = inhibition, hits mostly inhibitors; hit rate 0.006% among 340,000; also: potency is read from the fitted curve at half-maximal effect
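Human placenta-derived ASM preincubated with compound 10 min at room temperature, then reacted with 9 uM (final) fluorogenic HMU-PC substrate for 60 min at 37 C. Stop solution raises pH to 10; fluorescence read at Ex 386/Em 447 nm.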
Eya2 phos inh: inhibitors of human Eya2 phosphatase activity | AID 488837 | O00167 | hit rate 0.006% among 330,000 | Potency, µM (doses to about 76.9 µM), without a hit: at the top dose activity, negative = inhibition, most hits filed as inhibitors | recombinant Eya2, OMFP fluorescence dephosphorylation (OMFP is methylfluorescein phosphate); also: potency is read from the fitted curve at half-maximal effect; % is scaled to controls: 0 for no effect and ±100 for the full control effect
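Eya2 protein (added as 0.2 uM solution) was preincubated with compound for 10 min at ambient temperature in 50 mM HEPES pH 7.5, 50 mM NaCl, 5 uM MgCl2, 0.05% BSA, 1 mM DTT. OMFP (added at 50 uM) then reacted 10 min; fluorescence read at 485/525 nm.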
MBNL1 CUG block: MBNL1-poly(CUG) RNA binding inhibition. AID 2675. Potency, µM (top dose mostly 57.5 µM), for inactives: at the top dose activity change, negative = inhibition, actives largely listed as inhibitors. Q9NR56. TR-FRET MBNL1-His/biotin-(CUG)12 binding, 665/545 ratio. hit rate 0.036% among 280,000; active = well fitted inhibition curve with a large enough effect in the signal ratio, with a control signal flat, not every such curve was filed as active; inconclusive = small, poorly fitted or top-dose-only effect, or effect the other way, or a change in a side signal; inactive = no such curve, though single readings can be large or run the other way; the % refers to the signal ratio; also: potency is read from the fitted curve at half-maximal effect; % is scaled to controls: 0 for no effect and ±100 for the full control effect
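Ratiometric TR-FRET (665 over 545 nm, excitation 340 nm) tracks disruption of MBNL1-His/biotin-(CUG)12 complex after 60 min at room temperature, with compounds at 92 nM to 58 uM final.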
* hit, by the source's call; u = inconclusive; x = not tested or not shown; & = joins results of further samples; ! = a repeat was not active; [ ] = another dose, or the depositor's remark. Unless noted, calls follow the shape of the dose curve; as a rule, active = well fitted curve in the direction sought with a large enough effect; inconclusive = small, poorly fitted or top-dose-only effect, or another doubt; inactive = no such curve, though single readings can be large; an effect the other way counts as inactive or inconclusive.

SMILES	Menin-MLL TR inh	PKM2 act	TSHR antagonist	Chronic BCR inh	hERG WT inh	Mito fusion act	USP2a block	GALK inhibitor	ASM inhibitor	Eya2 phos inh	MBNL1 CUG block
Cc1ccc(C(=O)NCCS(=O)(=O)N2CCN(c3ccccc3F)CC2)cc1[N+](=O)[O-]	40.4%[activator]	-0.7%	12.0	-0.1%	2.6	-18.1%	0.1%	10.2%	-7.9%	9.4%	10.9%
COc1ccc(-n2c(COc3cccc(C)c3)nnc2SCC(=O)O)cc1	-11.1%	-0.1%[11.5 µM]	-1.5	0.7%	14.3	0.0%	-1.1%	-0.2%	8.0%	7.1%	-2.3%
COC(=O)c1ccc[n+](CC(=O)Nc2ccc(OC(F)F)cc2)c1	-7.1%	-8.9%	-1.5	-1.7%	2.9	-4.9%	5.6%	3.5%	-1.4%	2.1%	4.3%
CCOc1ccc(-c2cn(-c3ccccc3OC)c(=S)[nH]2)cc1	u	x	14.2	-11.1%	1.9	-32.1%	0.6%	x	-4.2%	5.6%	-7.2%
CCOC(=O)CNC(=O)Cn1cnc2c(nnn2-c2cccc(Cl)c2)c1=O	-0.5%	3.1%	8.6	u	2.4	-3.6%	-2.1%	-0.5%	-1.8%	-17.7%	-4.9%
CCOc1ccc(S(=O)(=O)N(CC(N)=O)c2ccc(C)cc2)cc1	-0.2%	-0.3%	7.2	u	6.8	-0.7%	1.1%	-3.3%	2.7%	-1.4%	-3.0%
O=C(NCCCc1ccccc1)C1CCC(=O)N(CCc2ccc(Cl)cc2)C1 (configuration not stated)	x	1.4%	-7.1	0.0%	24.1	1.6%	-1.1%	2.7%	1.6%	-12.3%	-3.6%
COc1cccc(/C=C2\SC(=O)N(CCC(=O)NCCCn3ccnc3)C2=O)c1	4.0%	x	-8.3	u	-1.4	-3.4%	2.7%	-4.5%	1.1%	3.1%	u
Cc1nc2sccn2c(=O)c1CCN1CCC(=C(c2ccccc2)c2ccc(F)cc2)CC1	-6.2%	3.9%	-3.4&-6.8	u	x	18.4µM*!	0.3%	x	x	3.5%&-10.3%	10.9%
O=C(O)c1cc2n(n1)C(C(F)(F)F)CC(C1CC1)N2 (configuration not stated)	x	-2.9%	-4.0	-5.7%	-12.3	-7.1%	7.6%	0.0%	-1.5%	14.5%	0.2%
CN1CCN(C(=S)Nc2cccc(C(F)(F)F)c2)CC1	-11.1%	1.0%	1.5	-6.6%	-11.9	2.2%	-0.3%	2.9%	7.7%	0.4%	x
CC1CCN(C(=O)C(Cc2ccccc2)n2cccc2)CC1 (configuration not stated)	0.2%	-2.5%	0.2	3.7%	-1.1	7.9%	0.7%	-0.4%	-1.2%	4.9%	u
Cc1cc(C)c(C#N)c(OCc2ccc(Cl)nc2)n1	-22.6%	x	3.4	u	-5.8	6.4%	-1.0%	3.7%	2.9%	10.1%	-2.3%
Cc1cc(Cl)ccc1OC(C)C(=O)Nc1ccc(S(=O)(=O)Nc2cnc3ccccc3n2)cc1 (configuration not stated)	u	-0.1%	-24.1	8.6%	-2.6	22.0%	-6.6%	x	25.5%	8.9%	15.5%
COc1ccc(S(=O)(=O)NCC(=O)N(CC(=O)NCC2CCCO2)Cc2ccc(F)cc2)cc1 (configuration not stated)	-5.4%	-2.3%	20.5	2.6%	1.3	-6.8%	0.0%	4.6%	-0.1%	-7.5%	0.8%
COc1cccc(-c2c(C(=O)N/N=C(\C)COc3ccccc3)nnn2-c2nonc2N)c1	10.7%	-0.1%[0.46 µM]	1.3	-4.4%	8.7	5.7%	2.0%	6.3%	-3.9%	1.3%	1.8%
O=C(COC(=O)c1cccs1)Nc1cccc(S(=O)(=O)N2CCOCC2)c1	-10.8%	6.4%	3.1	-17.9%	20.1	-3.3%	4.1%	0.5%	-0.4%	-3.2%	-9.9%
CC(C)(Oc1ccc(Cl)cc1)C(=O)NCc1ccc(S(N)(=O)=O)cc1	-0.4%	-0.7%	-3.3	-0.6%	5.7	0.3%	13.2%	-1.8%	-1.2%	5.7%	-6.9%
CC(=O)c1sc(NC(=O)c2ccccc2C)nc1C	2.4%	-12.0%	-1.7	u	0.2	-1.4%	0.3%	0.5%	-2.6%	0.9%	65.7%[activator]
COCCCNC(=S)N1CCC(C(=O)c2ccc(Cl)cc2)CC1	2.2%	0.3%	-7.7	-8.8%	7.2	-4.6%	-0.3%	0.0%	-1.6%	-7.9%	4.0%
CCn1c(SCc2nc3ccccc3[nH]2)nnc1-c1ccncc1	5.0%	0.1%	0.5	-3.7%	-8.0	1.0%	0.7%	-0.8%	21.8%	10.8%	-1.5%
Cc1c(C)c2ccc(OCC(=O)N[C@@H](Cc3c[nH]c4ccccc34)C(=O)O)cc2oc1=O	-1.1%	-1.4%	8.7	20.9%	1.0	-2.6%	-0.8%	x	0.6%	3.9%	9.4%
O=C(CSc1nnc(-c2cccnc2)n1Cc1ccco1)c1ccccc1	-12.3%	-2.3%	0.1	u	15.4	-4.5%	6.0%	1.3%	-0.5%	27.4%	-10.3%
CCOC(=O)C1CCCN(C(=O)CS(=O)(=O)Cc2ccccc2)C1 (configuration not stated)	-5.3%	2.2%	0.2	5.8%	-0.4	-3.3%	-1.8%	0.5%	4.4%	-12.4%	6.1%
O=C(CCc1nnc(Cc2cccc(C(F)(F)F)c2)o1)NCC(F)(F)F	15.7%	2.0%	-3.8	0.1%	-0.5	-3.1%	2.2%	4.2%	-0.3%	-8.5%	-0.1%
Cc1nc(SCC(=O)c2cccs2)c2oc3ccccc3c2n1	x	-2.7%	-15.9	17.1%	18.2	8.0%	-4.4%	-3.2%	-7.3%	-25.2%	15.4%
CC12CCC(C(=Nc3ccc(N=C4C(=O)C5(C)CCC4C5(C)C)cc3)C1=O)C2(C)C	x	2.1%	0.5	5.6%	-7.8	-2.1%	1.4%	-1.6%	5.2%	11.7%	u
OCCN(Cc1ccccc1)Cc1nc(CC2CC2)no1	5.2%	-0.2%	1.1	5.5%	-1.5	-1.4%	12.2%	0.2%	3.1%	4.8%	1.0%
O=C(c1ccc(CS(=O)Cc2ccccc2Cl)o1)N1CCN(c2ccccn2)CC1 (configuration not stated)	-26.5%	x	2.3	-9.8%	0.1	-10.2%	-5.5%	3.6%	-0.2%	1.9%	-1.9%
CCO[C@H]1OC(C(N)=O)=C[C@@H](C)[C@@H]1CCCO	-4.8%	1.7%	-5.3	-1.2%	0.2	-3.7%	2.0%	-0.7%	9.4%	3.2%	13.1%
COc1ccc(COC(=O)c2ccc(C)c(S(=O)(=O)N3CCOCC3)c2)cc1F	x	x	-15.8	-12.9%	1.6	2.3%	-9.3%	x	-1.3%	-36.9%	x
O=C(NC1CCCCC1)c1sc(=S)n2c1[nH]c(=O)c1ccccc12	u	-55.9%	-83.4*	u	0.0	-10.5%	3.4%	-0.8%	-0.9%	-8.5%	-3.0%
Cc1ccc(C)c(N(CC(=O)NCCC2=CCCCC2)S(C)(=O)=O)c1	-14.6%	1.7%	-3.9	u	4.9	-0.6%	2.5%	-0.1%	-1.3%	-15.0%	7.3%
CCOC(=O)c1sc2c(c1C)c(=O)n(Cc1ccccc1)c(=O)n2CCN(C)C	u	x	-6.5	u	18.7	-19.0%	3.9%	1.4%	1.0%	6.7%	5.8%
COc1ccc(C(O)P(=O)(OCCC(C)C)c2ccc(N(C)C)cc2)cc1OC (configuration not stated)	x	0.3%	-0.3	1.6%	18.3	-0.8%	1.3%	-1.4%	-0.9%	-5.7%	x
CCOc1ccccc1NC(=O)c1oc2ccccc2c1NC(=O)C1CC1	x	-1.5%	-9.2	5.4%	2.8	-0.8%	1.7%	0.1%	14.2%	2.6%	-2.7%

The list is partial; rates above refer to the full screens.
